Assay outcomes: PubChem BioAssay, Sanford-Burnham Center for Chemical Genomics
mIAP block – mouse IAP inhibition | purified mouse IAP, CDP-Star luminescence, 30 min | inhibition, % at 10 µM | 0.2% of 330,000 active;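 active = inhibition of at least 40% at 10 µM in the primary screen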;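 also: plate controls were DMSO with enzyme for no effect and no enzyme wells for full effect; values of inactives mirror those of a sister screen read the other way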
hIAP inh – human IAP inhibition; P09923; purified IAP, CDP-Star luminescence, 30 min; inhibition, % at 10 µM; 0.12% of 330,000 active;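 active = inhibition reaching a set limit with compound at 10 µM in the primary screen, cut at about 35% in these data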;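 also: plate controls were DMSO wells with enzyme for no effect and no-enzyme buffer wells for full effect; values of inactives mirror those of a sister screen read the other way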
Target sequence (P09923 whole entry, looked up): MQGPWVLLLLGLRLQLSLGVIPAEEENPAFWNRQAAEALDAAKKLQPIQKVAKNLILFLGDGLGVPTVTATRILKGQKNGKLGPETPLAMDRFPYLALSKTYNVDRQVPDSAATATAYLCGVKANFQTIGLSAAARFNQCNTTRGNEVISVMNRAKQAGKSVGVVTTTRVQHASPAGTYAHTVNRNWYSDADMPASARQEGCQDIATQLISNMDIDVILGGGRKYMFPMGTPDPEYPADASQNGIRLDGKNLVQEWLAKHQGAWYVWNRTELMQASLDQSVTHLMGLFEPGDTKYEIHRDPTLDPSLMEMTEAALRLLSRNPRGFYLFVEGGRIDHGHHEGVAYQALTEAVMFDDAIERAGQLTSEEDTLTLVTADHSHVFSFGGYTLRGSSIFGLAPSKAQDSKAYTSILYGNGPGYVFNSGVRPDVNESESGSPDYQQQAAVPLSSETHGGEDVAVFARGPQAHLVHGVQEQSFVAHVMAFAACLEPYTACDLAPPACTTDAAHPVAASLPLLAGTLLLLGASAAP
mIAP act – increases mouse intestinal alkaline phosphatase activity | 0.24% of 330,000 active | activation factor at 10 µM | AID 2805 | muIAP, CDP-Star luminescence, 30 min; active compounds read high; 1 = vehicle-only enzyme signal, 0 = enzyme-free wells;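 active = activation factor of at least 2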; also: the source names both 10 and 20 µM as test concentration; values of inactives mirror those of a sister screen read the other way
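System: Mouse IAP enzyme | Also added: CDP-Star substrate | Dosing: Compounds dispensed in DMSO | Schedule: 30 min enzyme-substrate-compound incubation at room temperature | Technique: Chemiluminescence readout | Control set: DMSO-only wells and no-enzyme negative control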
ATG4B inhibitor – blocks human ATG4B protease cleavage of LC3 substrate | Q9Y4P1 | ATG4B cleavage of LC3-PLA2, NBD-HPC fluorescence, 1 h | inhibition, % at 8.33 µM | 0.51% of 340,000 active | AID 504462; in the data active = inhibition above about 40%
Target sequence (Q9Y4P1 whole entry, looked up): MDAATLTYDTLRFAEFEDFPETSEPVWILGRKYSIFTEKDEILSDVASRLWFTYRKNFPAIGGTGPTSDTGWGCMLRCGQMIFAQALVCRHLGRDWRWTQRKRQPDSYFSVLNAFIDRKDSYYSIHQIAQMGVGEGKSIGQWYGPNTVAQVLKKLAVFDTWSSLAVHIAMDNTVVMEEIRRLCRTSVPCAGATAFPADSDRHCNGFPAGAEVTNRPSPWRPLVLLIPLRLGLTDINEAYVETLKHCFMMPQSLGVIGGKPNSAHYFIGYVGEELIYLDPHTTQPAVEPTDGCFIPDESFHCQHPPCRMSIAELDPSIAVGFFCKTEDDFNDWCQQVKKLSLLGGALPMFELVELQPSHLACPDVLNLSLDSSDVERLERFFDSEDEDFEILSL
MIN6 prolif – MIN6 beta-cell proliferation induction | MIN6 cells proliferation, ATPlite luminescence, 48 h; cells starved in 0.2% serum; 100% = growth in 10% serum | proliferation, % at 10 µM | 0.29% of 330,000 active | AID 2380;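 active = compounds whose signal lies at least 3.5 SD above the mean of all wells on their plate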;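 also: 0% = DMSO-treated cells in low-serum medium and 100% = 10% serum control; some compounds called inactive have numbers as strong as hits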
hIAP activ – increases human intestinal alkaline phosphatase activity; purified human IAP, CDP-Star luminescence, 30 min; active compounds read high; 1 = vehicle-only enzyme, 0 = enzyme-free background; activation factor at 10 µM; 0.16% of 330,000 active; AID 2524;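 active = activation factor of the enzyme at least 2-fold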; also: the source names both 10 and 20 µM as test concentration; values of inactives mirror those of a sister screen read the other way
A3A deaminase – human APOBEC3A DNA deaminase inhibition; P31941; recombinant A3A, FAM/TAMRA ssDNA deamination fluorescence; inhibition, % at 20 µM; 0.41% of 330,000 active; AID 493011;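 active = at least 40% inhibition at 20 µM here, with at most 30% in a related deaminase screen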;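 also: plate controls were A3A with DMSO for no effect and wells lacking A3A enzyme for full effect; some results filed as inactive read as strong as hits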
A3G deaminase – APOBEC3G (human) deaminase inhibition | recombinant A3G, ssDNA deamination FAM/TAMRA fluorescence | 0.28% of 330,000 active | inhibition, % at 20 µM | Q9HC16;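 active = inhibition of at least 40% at 20 µM, with no more than 30% in the related APOBEC3A deaminase screen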;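 also: plate controls were DMSO wells with A3G for no effect and wells lacking A3G enzyme for full effect; some compounds called inactive have numbers as strong as hits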
MPTP inh – inhibitors of mitochondrial permeability transition pore. isolated mouse mitochondria, Ca2+ swelling absorbance, 30 min. inhibition, % at 10 µM. 1.4% of 360,000 active. AID 602449;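 active = inhibition of 50% or more, scaled per plate between neutral and stimulator controls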;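 also: 0% = DMSO wells given calcium and 100% = 1 mM EGTA wells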
The depositor's hits bear a star; . = no result given.

SMILES	mIAP block	hIAP inh	mIAP act	ATG4B inhibitor	MIN6 prolif	hIAP activ	A3A deaminase	A3G deaminase	MPTP inh
Cc1csc2c(=O)n3c(nc12)CCCCC3	8	-4	0.92	-6	-1	1	2	-9	0.0
CC(C)C1C(C#N)=C(N)Oc2n[nH]c(-c3ccccc3)c21 (stereo not drawn)	-3	22	1	-6	0	0.78	-2	-2	-0.8
CCn1c(SCC(N)=O)nc2sc3c(c2c1=O)CCCC3	4	-6	0.96	-3	-2	1.1	-1	-4	-3.4
COc1ccc(Cl)cc1NC(=O)Nc1ccc(C(=O)N2CCOCC2)cc1	-16	5	1.2	7	-3	0.95	0	-6	-0.5
Cc1c(NC(=O)C2CCN(S(=O)(=O)c3ccc(Cl)cc3)CC2)c(=O)n(-c2ccccc2)n1C	6	-23	0.94	-5	0	1.2	2	-8	1.1
Cc1ccc(CNC(=O)c2nn(C)c(C)c2[N+](=O)[O-])cc1	-1	14	1	3	-2	0.86	2	0	2.0
CCOc1ccc(S(=O)(=O)Nc2ccc(C(=O)NCC(c3ccc(OC)cc3)N3CCOCC3)cc2)cc1 (stereo not drawn)	-10	2	1.1	-48	-4	0.98	-5	-7	0.1
COc1cc(OC)cc(-c2c(C#Cc3ccsc3)c3cc(-c4ccc5c(c4)OCO5)ccc3n2C)c1	6	7	0.94	1	-3	0.93	-1	-6	-0.9
COCCCNC(=O)c1ccccc1N(Cc1ccccc1)S(=O)(=O)c1ccc(OC)cc1	-2	-12	1	6	-1	1.1	-3	-5	-0.6
Cc1ccc(P(=O)(CC(=O)O)c2ccc(C)cc2)cc1	8	10	0.92	-11	-1	0.9	-4	-6	3.0

The last 5 compounds of the part before open the next one:
SMILES	mIAP block	hIAP inh	mIAP act	ATG4B inhibitor	MIN6 prolif	hIAP activ	A3A deaminase	A3G deaminase	MPTP inh
Cc1ccc(CNC(=O)c2nn(C)c(C)c2[N+](=O)[O-])cc1	-1	14	1	3	-2	0.86	2	0	2.0
CCOc1ccc(S(=O)(=O)Nc2ccc(C(=O)NCC(c3ccc(OC)cc3)N3CCOCC3)cc2)cc1 (stereo not drawn)	-10	2	1.1	-48	-4	0.98	-5	-7	0.1
COc1cc(OC)cc(-c2c(C#Cc3ccsc3)c3cc(-c4ccc5c(c4)OCO5)ccc3n2C)c1	6	7	0.94	1	-3	0.93	-1	-6	-0.9
COCCCNC(=O)c1ccccc1N(Cc1ccccc1)S(=O)(=O)c1ccc(OC)cc1	-2	-12	1	6	-1	1.1	-3	-5	-0.6
Cc1ccc(P(=O)(CC(=O)O)c2ccc(C)cc2)cc1	8	10	0.92	-11	-1	0.9	-4	-6	3.0
COc1ccccc1OCCSc1nnnn1-c1ccc(C)cc1	-7	2	1.1	-3	2	0.98	-1	-8	0.1
O=C1CSC(=Nc2cccc(Cl)c2Cl)N1Cc1cccnc1	3	-6	0.97	3	-2	1.1	0	-6	3.4
COC(=O)[C@@]1(Cc2ccc(OC)cc2)[C@H]2c3cc(C(=O)N(C)C)n(Cc4c(CO)[nH]cc(C)c4=O)c3C[C@H]2CN1C(=O)c1ccccc1	0	3	0.99	-3	-4	0.97	-4	-4	0.1
O=C(CN1C(=O)NC2(CCCCCCC2)C1=O)NCc1ccc(F)cc1	-7	-6	1.1	0	3	1.1	-6	-8	-0.5
CCCN(C(=O)c1cn(-c2ccccc2)nc1-c1ccc(OC)cc1)C1CCS(=O)(=O)C1 (stereo not drawn)	3	-13	0.97	-1	-1	1.1	-5	0	-0.5
CCCOc1ccc(C2C(C(=O)c3ccc(C)o3)=C(O)C(=O)N2Cc2cccnc2)cc1 (stereo not drawn)	4	3	0.96	.	0	0.97	-1	2	.
Cc1ccc(C)c(Nc2nc3ccccc3n3cnnc23)c1	-2	-9	1	-8	-2	1.1	-3	-7	1.3
CC1CCN(C(=O)c2[nH]cnc2C(=O)N(C)Cc2ccccc2)CC1	8	-10	0.92	-15	4	1.1	-4	-11	0.1
CCCCn1c(O)c(N=Nc2ccccc2O)c2ccccc21	20	-174	0.8	12	-7	2.7*	-3	-3	2.9
C=CCN(c1ccccc1Cl)S(=O)(=O)c1cccc(C(=O)NCCc2ccc(OC)cc2)c1	-1	-15	1	2	-2	1.2	0	0	4.4

Limited to A3G deaminase and hIAP activ (2 entries from above):
SMILES | A3G deaminase | hIAP activ
COc1ccccc1OCCSc1nnnn1-c1ccc(C)cc1 | -8 | 0.98
O=C1CSC(=Nc2cccc(Cl)c2Cl)N1Cc1cccnc1 | -6 | 1.1

Other entries follow:
SMILES	mIAP block	hIAP inh	mIAP act	ATG4B inhibitor	MIN6 prolif	hIAP activ	A3A deaminase	A3G deaminase	MPTP inh
O=C(CN1CCOCC1)N1CCc2ccccc2C(c2ccccc2)C1 (stereo not drawn)	2	-10	0.97	-9	-3	1.1	-2	-5	-1.9
COc1ccc(S(=O)(=O)N(CC(=O)N2CCN(C)CC2)c2ccccc2)cc1OC	1	0	0.99	-7	1	1	3	0	-0.7
COc1ccc(C(C(=O)NCC2CCCO2)N(C(=O)CNC(=O)c2cccs2)c2ccc(C)cc2)cc1OC (stereo not drawn)	-13	-12	1.1	-10	-3	1.1	-2	0	-0.8
CCOCCn1c(CN(Cc2ccccc2)Cc2ccccc2)nc2c1c(=O)n(C)c(=O)n2C	9	7	0.91	-8	-6	0.93	-3	-3	1.0
Cc1ccc(C)c(CSc2nnc([C@@H]3CCCN3)o2)c1	-1	5	1	10	-1	0.95	-1	-2	-0.5
CN(c1ccccc1)S(=O)(=O)c1cccc(NC(=O)COC(=O)C2CCCCC2)c1	-12	-18	1.1	1	-4	1.2	-2	-7	2.0
O=C(CCn1cnc2ncccc2c1=O)N1CCN(c2cccc(Cl)c2)CC1	0	0	1	-6	3	1	-2	-4	5.2
CCc1ccc(/C(C)=N/NC(=O)CNC(=O)/C=C/c2ccccc2OC)cc1	6	2	0.94	-8	0	0.98	1	-2	1.3
O=C(NCc1ccc(F)cc1)C(c1ccccc1)c1ccccc1	-16	24	1.2	-2	-3	0.76	4	-2	-0.6
Cc1cccc(N2CCN(C(=O)CN3C(=O)NC(C)(C4CC4)C3=O)CC2)c1C (stereo not drawn)	-6	-3	1.1	-2	-1	1	21	0	-0.5
CCOC(=O)C1CCN(Cc2ccccn2)CC1	9	10	0.91	.	-2	0.9	-1	-1	.
COc1cccc(CNC(=O)c2ccc(CS(=O)(=O)Cc3ccc(C)cc3)o2)c1	-8	-5	1.1	-5	-1	1.1	-3	-6	1.3
CCOC(=O)C(=O)c1csc(NC(=O)CCSc2ccc(C)cc2)n1	-2	-9	1	-2	2	1.1	0	-5	1.2
Cc1sc(NC(=O)CCS(=O)(=O)c2ccccc2)c(C#N)c1C	8	0	0.93	-4	-7	0.99	-3	27	-3.4
CC1CCCN(c2ccc(C(=O)Nc3cccnc3)cc2[N+](=O)[O-])C1 (stereo not drawn)	3	4	0.97	-4	3	0.96	0	-7	0.2
O=C(CCS(=O)(=O)c1ccc(Br)cc1)NCCC1=CCCCC1	6	-4	0.94	-1	-1	1	23	23	0.2
O=C(OCC(=O)c1ccc[nH]1)c1ccccc1	-4	-7	1	-1	-1	1.1	-4	-5	1.0
O=C(Cn1c(=O)oc2ccccc21)Nc1ccc2c(c1)OCCO2	4	17	0.96	0	-1	0.83	-4	-4	-0.5
O=c1c2ccccc2c2ccccc2c(=O)n1CC1CCCO1 (stereo not drawn)	3	3	0.97	14	-2	0.97	1	-6	0.5
COCCNC(=S)NN=C1CCC(c2ccccc2)CC1 (stereo not drawn)	9	13	0.91	-1	4	0.87	-5	-8	0.5
CCCC(=O)Nc1ccc(NC(=O)C2CC2)cn1	-10	10	1.1	3	1	0.9	-3	-4	-1.6
Cc1ccccc1S(=O)(=O)c1cc2ccccc2nc1N	8	5	0.92	-4	-1	0.95	4	3	-1.8
O=C(CCNS(=O)(=O)c1ccc(Br)cc1)NC1CCN(Cc2ccccc2)CC1	-4	-8	1	-1	4	1.1	-4	-7	0.6
Cc1nn(-c2ccc(F)cc2)c(Cl)c1/C=C/C(=O)OCC(=O)Nc1c(F)c(F)c(F)c(F)c1F	1	5	0.99	-3	0	0.95	-1	-3	29
COc1ccc(OC)c(C2=NO[C@@H]3C(=O)N(c4cc(Cl)ccc4OC)C(=O)[C@H]23)c1	-5	4	1.1	-17	1	0.95	1	0	0.0
O=C(Nc1nnc(C2CC2)s1)C1Cc2ccccc2CN1S(=O)(=O)c1cccs1 (stereo not drawn)	12	-5	0.88	13	-1	1	1	-5	2.5
COc1ccc(S(=O)(=O)N(C)C)cc1NC(=O)Cc1c[nH]c2ccccc12	-8	10	1.1	-5	-1	0.9	-6	-18	-2.5
N#CC(c1ccc(Cl)cc1)c1ccc(Cl)nn1 (stereo not drawn)	4	-4	0.96	-12	-3	1	-16	-6	-0.9
CCOC(=O)C1=C(C)N(C)C(C)=C(C(=O)OCC)C1c1cccnc1	-6	0	1.1	-7	0	1	-2	-11	-1.1
CCOc1ccc2nc(SCCNS(=O)(=O)c3ccccc3)sc2c1	-23	11	1.2	7	-5	0.89	4	0	3.5
O=C(NNC(=S)Nc1ccc(Cl)c(Cl)c1)c1cccc([N+](=O)[O-])c1	13	6	0.87	85*	-3	0.94	-5	-5	70*
CCCSc1ccc([C@@H]2[C@H]3C(=O)N(CC)C(=O)[C@H]3[C@]3(C(=O)OC)CCCCN23)cc1	-1	-6	1	1	-8	1.1	1	-3	0.7
COCCNC(=O)C(C)N(c1ccc(Oc2ccccc2)cc1)S(C)(=O)=O (stereo not drawn)	-10	-14	1.1	16	0	1.1	5	2	-0.4
COc1ccc(C2C=C(c3ccc(Br)cc3)Nc3nc(N4C(=O)CCC4=O)nn32)cc1 (stereo not drawn)	13	-1	0.87	-9	-4	1	2	-4	1.1
S=C(NCCN1CCCCC1)Nc1ccc(Br)cc1	-4	15	1	-3	1	0.85	0	-6	1.3
CN1CCN(c2nc3c(c(=O)[nH]c(=O)n3C)n2CCSc2nc3ccccc3s2)CC1	-6	5	1.1	-9	2	0.95	-1	-1	-0.5
O=C(Nc1ccccc1)c1ccsc1	-2	-7	1	-1	-2	1.1	12	0	2.4
CCNc1nc(NCC)nc(N(C)/N=C/c2ccco2)n1	0	-4	1	-2	-2	1	0	-6	-0.6
CC1CCN(Cc2c(C(=O)O)nnn2-c2nonc2N)CC1	1	-15	0.99	2	-2	1.2	1	-12	-0.5
CC1(C)CC(=O)C=C(C(=O)N2CCCC(C(=O)c3cccc(Cl)c3)C2)O1 (stereo not drawn)	-5	-8	1	7	0	1.1	-1	-5	2.9
O=C(c1ccccc1F)N1CCCc2ccccc21	5	-16	0.95	-4	-3	1.2	-2	-7	-1.5

Rows were taken by chance; about 3.3% have a hit in one of these screens.
